From PubChem BioAssay
TWEAK-Fn14 inh: TWEAK-Fn14 signaling inhibition; inhibition, % at 10 µM; TWEAK-stimulated Fn14 reporter cells, luciferase luminescence, 8 h; 360,000 tested, 2% active; in the data active = inhibition above about 50%
NR2E3 ag-1: agonists of human NR2E3 nuclear receptor. inhibition of corepressor binding, % at 3.98 µM. AID 602229. 360,000 tested, 0.35% active. CHO-S Gal4-NCOR/VP16-NR2E3 two-hybrid, luciferase. Q9Y5X4;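 active = inhibition above the mean of all tested compounds plus 3 SD, cut at about 70% in these data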;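 also: 0% = DMSO with NR2E3 transfected cells and 100% = cells lacking NR2E3 construct; higher means lower luciferase signal from less NR2E3 corepressor binding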
Target sequence (Q9Y5X4 whole entry, looked up, the tested form may be a part): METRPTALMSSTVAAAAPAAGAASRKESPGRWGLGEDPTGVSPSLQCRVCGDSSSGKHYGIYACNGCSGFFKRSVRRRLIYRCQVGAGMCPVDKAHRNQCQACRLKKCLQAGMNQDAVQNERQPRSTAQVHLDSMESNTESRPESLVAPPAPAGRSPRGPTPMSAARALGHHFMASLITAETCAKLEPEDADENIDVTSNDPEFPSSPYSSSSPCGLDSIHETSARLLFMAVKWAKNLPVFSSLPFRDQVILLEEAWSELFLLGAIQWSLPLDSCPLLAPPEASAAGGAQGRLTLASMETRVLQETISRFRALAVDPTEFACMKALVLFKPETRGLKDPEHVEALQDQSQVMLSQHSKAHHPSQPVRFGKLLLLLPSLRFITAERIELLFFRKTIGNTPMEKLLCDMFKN
NR2E3 ag-2: NR2E3 (human) agonism; Q9Y5X4; GST-NR2E3/biotin-RetCOR TR-FRET, 1536-well; inhibition of corepressor binding, % at 4.78 µM; 320,000 tested, 0.12% active; AID 2300;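 active = percent inhibition above the cutoff of mean plus 3 SD of all tested compounds, set per screening campaign, cut at about 20% in these data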;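 also: 0% = DMSO wells and 100% = biotin wells as full block of FRET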
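Material – GST-tagged NR2E3 plus biotinylated RetCOR corepressor · Quantity – NR2E3 fusion 1.35 nM · Times – 5 h incubation at 4 °C · Medium – pH 7.5 Tris-based buffer · Technique – TR-FRET, Eu(K)-anti-GST donor, streptavidin-D2 acceptor, ex 340, em 617/671 nm · Benchmarks – high control biotin, low control 0.6% DMSO · Format – 1536-well plates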
aDG glyco act: alpha-DG glycosylation activation; Pro5-aDG cells, alpha-DG glycosylation AlphaScreen (IIH6); 0% Pro5, 100% B10-LARGE cell signal; activation, % at 10 µM; 360,000 tested, 0.22% active; AID 624168;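 active = activation of at least 8% versus controls, or a plate z-score of at least 8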;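 also: Pro5 are CHO cells carrying HIG-tagged alpha-DG that lacks glycosylation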
Shn3 3UTR inh: reduces Shn3 3'UTR luciferase signal in osteoblasts. 360,000 tested, 0.52% active. inhibition, % at 12.5 µM. Clone20 osteoblast Shn3 3'UTR firefly luciferase, 24 h;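 active = mean inhibition of at least 75% with every replicate also reaching 75%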;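 also: 0% = median of neutral control wells and 100% = pilot-screen positive control compound; some compounds past the cut are filed as inactive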
Peg3 prom inh: reduces Peg3 promoter-driven luciferase expression in HeLa. HeLa PEG-Prom luciferase reporter, luminescence, overnight. inhibition, % at 20 µM. 360,000 tested, 1.7% active. AID 588405;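 active = inhibition of at least 50% at 20 µM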
HIF-2a inh: blocks HIF-2a reporter activity; 786-0 RCC cells HIF-2a reporter, luciferase luminescence, overnight; inhibition, % at 18.8 µM; 360,000 tested, 0.72% active;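 active = inhibition of the luminescence signal of 40% or more relative to plate controls, in a single-dose primary screen at 18.75 µM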
hiPSC survival: increases survival of single human iPS cells | hiPSC single-cell survival, ATPlite luminescence; 100% = ROCK inhibitor wells, 0% = DMSO | survival enhancement, % at 20 µM | 360,000 tested, 0.044% active | AID 602274; in the data active = survival enhancement above about 18%;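 also: cells exposed to compounds for 16 hours before the ATP read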
TRPM1 prom inh: MITF TRPM1 promoter inhibition in SK-MEL-5 cells. SK-MEL-5 TRPM1 promoter luciferase, 24 h. inhibition, % at 12.5 µM. 330,000 tested, 0.83% active. AID 488899;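 active = mean inhibition across replicates of 60% or more, whatever share of single replicates reaches that level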; also: values of inactives mirror those of a sister screen read the other way
KKLEB tox: reduces viability of KKLEB cystic fibrosis airway cells; AID 602141; activity change (cytotoxicity), % at 5 µM; KKLEB CF airway cells viability, ATPlite luminescence, overnight; stronger effect = lower value; cells stimulated with P. aeruginosa culture filtrate; 360,000 tested, 0.36% active;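 active = corrected activity change at or below -50% at 5 µM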
CF NFkB inh: blocks PAF-induced NF-kB reporter in cystic fibrosis cells. 360,000 tested, 0.86% active. KKLEB NF-kB-GFP reporter, GFP fluorescence overnight. AID 588850. inhibition, % at 5 µM;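 active = at least 50% inhibition at 5 µM, scaled per plate between neutral and stimulator controls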;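 also: PAF is a Pseudomonas aeruginosa culture filtrate used as stimulus; plate controls were PAF-stimulated DMSO wells for no effect and unstimulated DMSO wells for full effect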
Numbers without * were called inactive.

For CCOC(=O)c1c(C)c(C(=O)NCCN2CCOCC2)c(C)n1CC the results were TWEAK-Fn14 inh -4, NR2E3 ag-1 3, NR2E3 ag-2 -2, aDG glyco act -0.1, Shn3 3UTR inh -9, Peg3 prom inh 14, HIF-2a inh -1, hiPSC survival 6.6, TRPM1 prom inh 2, KKLEB tox 2 and CF NFkB inh 1.
Screening CC(C)C(NC(=O)OCc1ccccc1)C(=O)NC1CCCCC1 (centres undefined) returned TWEAK-Fn14 inh 26, NR2E3 ag-1 27, NR2E3 ag-2 -1, aDG glyco act 0.1, Shn3 3UTR inh 8, Peg3 prom inh 15, HIF-2a inh 5, hiPSC survival -0.9, TRPM1 prom inh -4, KKLEB tox 7 and CF NFkB inh 8.
Screening COc1ccc2c(c1)C1C=CCC1C(c1cc3c(cc1Br)OCO3)N2 (centres undefined) returned TWEAK-Fn14 inh -7, NR2E3 ag-1 -8, NR2E3 ag-2 0, aDG glyco act 0.0, Shn3 3UTR inh 0, Peg3 prom inh 30, HIF-2a inh 13, hiPSC survival -1.6, TRPM1 prom inh 16, KKLEB tox -10 and CF NFkB inh 5.
`Cc1[nH]ccc(=O)c1OCc1c(Cl)cccc1Cl` gave TWEAK-Fn14 inh -5, NR2E3 ag-1 -5, NR2E3 ag-2 1, aDG glyco act 0.1, Shn3 3UTR inh -8, Peg3 prom inh 7, HIF-2a inh 18, hiPSC survival -3.0, TRPM1 prom inh 0, KKLEB tox 3 and CF NFkB inh 4.
For Cc1ccsc1CNc1ncnc2ccc(-c3c(C)noc3C)cc12 the results were TWEAK-Fn14 inh 81*, NR2E3 ag-1 31, aDG glyco act 0.1, Shn3 3UTR inh 36, Peg3 prom inh -33, HIF-2a inh 5, hiPSC survival 0.8, TRPM1 prom inh 38, KKLEB tox -17 and CF NFkB inh -97.
For Cc1ccnc(NC(=O)C2CCCN(S(=O)(=O)c3ccc4[nH]c(=O)ccc4c3)C2)c1 (centres undefined) the results were TWEAK-Fn14 inh 1, NR2E3 ag-1 -8, NR2E3 ag-2 1, aDG glyco act -0.2, Shn3 3UTR inh -1, Peg3 prom inh 3, HIF-2a inh 3, hiPSC survival 0.2, TRPM1 prom inh 0, KKLEB tox 3 and CF NFkB inh -17.
`O=C(NCc1ccc2c(c1)OCO2)c1nc(S(=O)(=O)Cc2ccccc2)ncc1Cl` gave TWEAK-Fn14 inh 73*, NR2E3 ag-1 7, NR2E3 ag-2 -1, aDG glyco act -0.2, Shn3 3UTR inh 94*, Peg3 prom inh 106*, HIF-2a inh 19, hiPSC survival 1.4, TRPM1 prom inh 52, KKLEB tox -22 and CF NFkB inh 84*.
For CS(=O)(=O)Nc1ccc(C2=NN(S(C)(=O)=O)C(c3ccccc3)C2)cc1 (centres undefined) the results were TWEAK-Fn14 inh -18, NR2E3 ag-1 -39, NR2E3 ag-2 3, aDG glyco act -0.3, Shn3 3UTR inh -9, Peg3 prom inh -60, HIF-2a inh -66, hiPSC survival 0.9, TRPM1 prom inh -8, KKLEB tox 12 and CF NFkB inh -4.
`O=C(COc1ccccc1)NCCc1cn2ccsc2n1` gave TWEAK-Fn14 inh 12, NR2E3 ag-1 -10, NR2E3 ag-2 1, aDG glyco act 0.5, Shn3 3UTR inh 0, Peg3 prom inh 4, HIF-2a inh -6, hiPSC survival 1.9, KKLEB tox 17 and CF NFkB inh 0.
Screening Cc1ccc(Cc2c(-c3cccc(Br)c3)nc3c(C)cc(Br)cn23)cc1 returned TWEAK-Fn14 inh 2, NR2E3 ag-1 -31, aDG glyco act -0.1, HIF-2a inh -41 and hiPSC survival -0.3.
COC(=O)c1cn(Cc2ccccn2)c(=O)c2ccccc12 was read as TWEAK-Fn14 inh 0, NR2E3 ag-1 -5, NR2E3 ag-2 3, aDG glyco act 0.6, Shn3 3UTR inh 7, Peg3 prom inh 9, HIF-2a inh 13, hiPSC survival -0.2, TRPM1 prom inh 9, KKLEB tox -3 and CF NFkB inh -6.
For CN1CCN(C(=O)c2ccc(C3SCC(=O)N3Cc3ccco3)cc2)CC1 (centres undefined) the results were TWEAK-Fn14 inh 2, NR2E3 ag-1 -6, NR2E3 ag-2 4, aDG glyco act 0.2, Shn3 3UTR inh 0, Peg3 prom inh 6, HIF-2a inh 13, hiPSC survival -1.0, TRPM1 prom inh -2, KKLEB tox -4 and CF NFkB inh -1.

Compounds from the list above that have four or more nitrogen atoms (two):
For Cc1ccsc1CNc1ncnc2ccc(-c3c(C)noc3C)cc12 the results were TWEAK-Fn14 inh 81*, NR2E3 ag-1 31, aDG glyco act 0.1, Shn3 3UTR inh 36, Peg3 prom inh -33, HIF-2a inh 5, hiPSC survival 0.8, TRPM1 prom inh 38, KKLEB tox -17 and CF NFkB inh -97.
For Cc1ccnc(NC(=O)C2CCCN(S(=O)(=O)c3ccc4[nH]c(=O)ccc4c3)C2)c1 (centres undefined) the results were TWEAK-Fn14 inh 1, NR2E3 ag-1 -8, NR2E3 ag-2 1, aDG glyco act -0.2, Shn3 3UTR inh -1, Peg3 prom inh 3, HIF-2a inh 3, hiPSC survival 0.2, TRPM1 prom inh 0, KKLEB tox 3 and CF NFkB inh -17.

Other entries:
`COc1cc(C(=S)N2CCN(C)CC2)ccc1OCC(=O)NCc1ccccc1` gave TWEAK-Fn14 inh 4, NR2E3 ag-1 -5, NR2E3 ag-2 2, aDG glyco act 0.0, Shn3 3UTR inh -6, Peg3 prom inh 16, HIF-2a inh 11, hiPSC survival -0.9, TRPM1 prom inh 9, KKLEB tox 9 and CF NFkB inh -7.
Screening CCN1C(=O)N/C(=C/c2ccc(Sc3ccc(C)cc3)o2)C1=O returned TWEAK-Fn14 inh -11, NR2E3 ag-1 -11, NR2E3 ag-2 5, aDG glyco act -0.2, Shn3 3UTR inh -6, Peg3 prom inh 11, HIF-2a inh -8, hiPSC survival 1.8, TRPM1 prom inh -8, KKLEB tox 0 and CF NFkB inh -5.
Screening COCc1cc(C)nc(OCC(=O)N/N=C/c2cccc(OC)c2)c1C#N returned TWEAK-Fn14 inh 21, NR2E3 ag-1 -9, NR2E3 ag-2 3, aDG glyco act -0.3, Shn3 3UTR inh 7, Peg3 prom inh 2, HIF-2a inh 17, hiPSC survival 1.6, TRPM1 prom inh -5, KKLEB tox 2 and CF NFkB inh -2.
For Cn1c(=O)c2c(nc(N3CCCCCC3)n2CC(O)COc2ccccc2)n(C)c1=O (centres undefined) the results were TWEAK-Fn14 inh -22, NR2E3 ag-1 -12, NR2E3 ag-2 1, aDG glyco act 0.0, Shn3 3UTR inh -6, Peg3 prom inh 13, HIF-2a inh 10, hiPSC survival -3.3, TRPM1 prom inh -5, KKLEB tox 0 and CF NFkB inh -6.
For C[C@@H]1CN([C@@H](C)CO)C(=O)c2cc(Br)cnc2O[C@H]1CN(C)C(=O)Nc1ccc(F)cc1 the results were TWEAK-Fn14 inh 8, NR2E3 ag-1 -38, aDG glyco act -0.2, Shn3 3UTR inh 5, Peg3 prom inh -8, HIF-2a inh 12, hiPSC survival 1.2, KKLEB tox 12 and CF NFkB inh 7.
Screening CCC(=O)Nc1ccccc1N1CCN(S(C)(=O)=O)CC1 returned TWEAK-Fn14 inh 12, NR2E3 ag-1 -4, NR2E3 ag-2 0, aDG glyco act 0.0, Shn3 3UTR inh -4, Peg3 prom inh 13, HIF-2a inh 9, hiPSC survival -1.4, TRPM1 prom inh 8, KKLEB tox -1 and CF NFkB inh -2.
CC(C)CC(c1nnnn1C(C)C)N1CCN(c2ccccc2)CC1 (centres undefined) was read as TWEAK-Fn14 inh -25, NR2E3 ag-1 4, NR2E3 ag-2 2, aDG glyco act -0.1, Shn3 3UTR inh 1, Peg3 prom inh 8, HIF-2a inh 8, hiPSC survival -1.3, TRPM1 prom inh 6, KKLEB tox 4 and CF NFkB inh -2.
Cc1nc2ccccn2c1C(=O)N/N=C/c1cc(C)n(-c2ccc(Br)cc2)c1C was read as TWEAK-Fn14 inh 3, NR2E3 ag-1 8, NR2E3 ag-2 2, aDG glyco act 0.0, Shn3 3UTR inh 28, Peg3 prom inh 5, HIF-2a inh 8, hiPSC survival -0.7, TRPM1 prom inh 7, KKLEB tox -20 and CF NFkB inh 22.
Screening COc1cccc(NC(=O)C2CCC2)c1 returned TWEAK-Fn14 inh 6, NR2E3 ag-1 -31, NR2E3 ag-2 -3, aDG glyco act 0.2, Shn3 3UTR inh 0, Peg3 prom inh -16, HIF-2a inh -2, hiPSC survival -1.2, TRPM1 prom inh -8, KKLEB tox -1 and CF NFkB inh 4.
Screening O=C(C1CCN(S(=O)(=O)N2CCOCC2)CC1)N1CCN(Cc2ccccc2)CC1 returned TWEAK-Fn14 inh -1, NR2E3 ag-1 5, NR2E3 ag-2 3, aDG glyco act -0.1, Shn3 3UTR inh 2, Peg3 prom inh 11, HIF-2a inh 11, hiPSC survival 12, TRPM1 prom inh 4, KKLEB tox -13 and CF NFkB inh -1.
`COc1ccc([N+](=O)[O-])c(OC)c1C(=O)NC(=O)Nc1nc(C)cc(C)n1` gave TWEAK-Fn14 inh 1, NR2E3 ag-1 14, NR2E3 ag-2 -4, aDG glyco act 0.0, Shn3 3UTR inh 24, Peg3 prom inh 1, HIF-2a inh 21, hiPSC survival -0.4, TRPM1 prom inh -8, KKLEB tox 2 and CF NFkB inh 2.
Screening COc1ccc(Cc2nc3ccc(C(=O)NC4CCOC4)cc3o2)cc1 (centres undefined) returned TWEAK-Fn14 inh -4, NR2E3 ag-1 -32, NR2E3 ag-2 3, aDG glyco act 0.0, Shn3 3UTR inh -13, Peg3 prom inh -11, HIF-2a inh -11, hiPSC survival -0.4, TRPM1 prom inh -21, KKLEB tox 5 and CF NFkB inh -18.
For CCO[C@@H]1OC(C(=O)NC2CC2)=C[C@H](c2ccccc2)[C@H]1CCCO the results were TWEAK-Fn14 inh 9, NR2E3 ag-1 -20, NR2E3 ag-2 -2, aDG glyco act -0.2, Shn3 3UTR inh -5, Peg3 prom inh 7, HIF-2a inh 10, hiPSC survival 3.0, TRPM1 prom inh -11, KKLEB tox 18 and CF NFkB inh -14.
For C=CCc1c(C)nc(SCc2nc3ccccc3c(=O)[nH]2)[nH]c1=O the results were TWEAK-Fn14 inh 16, NR2E3 ag-1 1, NR2E3 ag-2 2, aDG glyco act -0.3, Shn3 3UTR inh 8, Peg3 prom inh 14, HIF-2a inh -11, hiPSC survival 1.5, TRPM1 prom inh 4, KKLEB tox 5 and CF NFkB inh -10.
CC(C)c1ccc(CC(=O)N2CCC2(C)C(=O)Nc2cccc(C#N)c2)cc1 (centres undefined) was read as TWEAK-Fn14 inh 12, NR2E3 ag-1 52, aDG glyco act 1.7, Shn3 3UTR inh 13, Peg3 prom inh 7, HIF-2a inh 10, hiPSC survival 6.8, KKLEB tox -7 and CF NFkB inh 0.
